pCIP destab – p/CIP-EGFP fusion destabilizers, primary screen, fluorescence, F442A cells | Q05BA5 | 16 h | decrease of EGFP signal, % at 10 µM | 290,000 compounds, 0.01% hits | AID 1984, 2009;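 active = EGFP signal decrease of at least 30% at 10 µM or well 3 SD below plate mean, unless failing retest; inactive = the rest, including hits failing retest or dose response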; also: some compounds called inactive have numbers as strong as hits; many of its hits are not listed in these tables
FID counter – compounds displacing fluorescent DNA intercalator, primary screen, artefact control for HCV NS3 helicase inhibitor project, biochemical, FID fluorescence; DNA fluorescent intercalator displacement; inhibition, % at 7.9 µM; 290,000 compounds, 0.17% hits; AID 1845, 2009; in the data active = inhibition above about 37%;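 also: 0% = vehicle and 100% = reference compound; higher means more ethidium bromide displaced from hairpin DNA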
NS3 helicase inh – inhibitors of HCV NS3 helicase, primary screen, biochemical, Cy5 molecular beacon fluorescence | AID 1800, 2009 | NS3 helicase DNA unwinding | inhibition, % at 10.9 µM | Hepatitis C virus NS3 helicase | 290,000 compounds, 0.56% hits;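 active = inhibition above the mean of all tested compounds plus 3 SD, set per campaign, cut at about 35% in these data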;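 also: 0% = DMSO wells and 100% = thioflavine S control wells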
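Assay system: hepatitis C virus NS3 helicase domain fragment enzyme. Also added: annealed dual-labelled DNA beacon duplex, ATP-started. Timing: 1 h reaction at 25 °C, ATP-initiated. Technique: Cy5 fluorescence at 0 and 60 min, beacon hairpin quenching. Evaluation: % inhibition of unwinding. Replication: one well per compound.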
MEKK3 PB1 HTS – modulators of MEKK3-MEK5 PB1 binding, primary screen, biochemical, wildtype MEKK3, multiplex bead flow cytometry, Alexa488-MEK5; binding response (% of control), % at 10 µM; Mitogen-activated protein kinase kinase kinase 3 (Homo sapiens), Q99759; AID 1529, 2009; bead-based flow cytometry, Alexa488-MEK5 binding to MEKK3; actives lie on both sides; 0 = blocked by unlabeled MEK5, 100 = vehicle; 290,000 compounds, 1.4% hits;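 active = binding response more than 3 SD above or below the average of its plate-row segment, actives on both sides; inconclusive = wells at one plate position flagged as instrument error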;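 also: Alexa488 bead fluorescence after subtracting the streptavidin-only scavenger bead signal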
Target sequence (Q99759 whole entry, looked up): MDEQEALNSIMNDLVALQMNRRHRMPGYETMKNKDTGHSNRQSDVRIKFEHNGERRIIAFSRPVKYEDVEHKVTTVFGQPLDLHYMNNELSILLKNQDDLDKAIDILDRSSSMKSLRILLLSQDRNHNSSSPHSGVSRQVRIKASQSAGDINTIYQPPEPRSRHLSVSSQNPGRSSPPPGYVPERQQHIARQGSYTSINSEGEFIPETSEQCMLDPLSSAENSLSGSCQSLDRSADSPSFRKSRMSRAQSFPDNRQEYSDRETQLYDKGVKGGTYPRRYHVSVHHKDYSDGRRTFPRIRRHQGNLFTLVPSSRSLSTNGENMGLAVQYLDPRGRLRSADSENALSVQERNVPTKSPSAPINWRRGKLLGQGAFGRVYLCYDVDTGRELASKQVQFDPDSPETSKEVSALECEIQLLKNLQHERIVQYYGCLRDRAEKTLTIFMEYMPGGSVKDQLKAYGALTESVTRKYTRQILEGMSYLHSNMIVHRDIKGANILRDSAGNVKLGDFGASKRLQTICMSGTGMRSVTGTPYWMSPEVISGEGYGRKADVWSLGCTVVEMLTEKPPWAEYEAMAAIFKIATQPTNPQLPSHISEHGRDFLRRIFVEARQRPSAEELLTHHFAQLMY
IDE cell activ – human IDE activators in live cells, primary screen, fluorescence polarization, HEK cells, FAbeta-B substrate; Insulin-degrading enzyme (Homo sapiens), P14735; FAbeta-B cleavage; 0% vehicle, 100% cell-free pure enzyme wells; activation, % at 5.96 µM; 340,000 compounds, 0.073% hits; AID 493087, 2011;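 active = activation above the mean of all tested compounds plus 3 SD, set per screening campaign, cut at about 17% in these data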
PHOSPHO1 inh – PubChem AID 1565; inhibition, % at 13.3 µM; recombinant PHOSPHO1, absorbance phosphatase assay; Phosphoethanolamine/phosphocholine phosphatase (Homo sapiens), Q8TCT1; 290,000 compounds, 1.1% hits; in the data active = inhibition above about 60%
Target sequence (Q8TCT1 whole entry, looked up): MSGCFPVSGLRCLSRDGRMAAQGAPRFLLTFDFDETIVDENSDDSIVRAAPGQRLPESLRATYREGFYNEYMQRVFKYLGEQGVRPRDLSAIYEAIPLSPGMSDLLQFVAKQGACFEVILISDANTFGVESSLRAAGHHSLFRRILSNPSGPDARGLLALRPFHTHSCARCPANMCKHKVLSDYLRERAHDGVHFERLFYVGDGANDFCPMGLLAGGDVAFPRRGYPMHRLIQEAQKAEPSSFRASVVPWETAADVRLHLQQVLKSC
IMP-1 inhibitor – IMP-1 metallo-beta-lactamase inhibitors, primary screen, biochemical, epi-absorbance readout, Pseudomonas aeruginosa enzyme; purified IMP-1, nitrocefin hydrolysis, epi-absorbance fluorescence; inhibition, % at 5.6 µM; 290,000 compounds, 0.45% hits; AID 1556, 2009;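 active = inhibition above the mean plus 3 SD of all compounds in the same screening run, cut at about 4.5% in these data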;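 also: 0% = IMP-1 with DMSO and 100% = DMSO wells lacking enzyme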
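System: purified IMP-1 / Input: IMP-1 dispensed at 0.2 nM / Medium: 50 mM HEPES pH 7.1, 50 µM ZnSO4, 0.05% Brij 35 / Timing: 15 min enzyme–compound preincubation, then 25 min nitrocefin reaction, 25 °C / Technique: plate fluorescence quenching by hydrolysis product, ex 480/em 530 nm / Repeats: singlicate testing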
SUMO HTRF inh – inhibitors of in vitro SUMOylation cascade, primary screen, biochemical, HTRF, uHTS. SUMO-conjugating enzyme UBC9 (Homo sapiens), P63279. HTRF SUMOylation assay, SAE1/SAE2 + UBC9. inhibition, % at 35 µM. 290,000 compounds, 0.36% hits; in the data active = inhibition above about 50%, passing the limit was not always enough; inconclusive = no clear call, values can overlap the other calls; also: strong numbers were not always called active
Target sequence (P63279 whole entry, looked up): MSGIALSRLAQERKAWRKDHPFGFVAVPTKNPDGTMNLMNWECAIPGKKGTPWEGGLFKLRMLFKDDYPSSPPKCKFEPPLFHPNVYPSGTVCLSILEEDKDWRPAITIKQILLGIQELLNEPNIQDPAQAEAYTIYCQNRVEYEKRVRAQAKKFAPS
VIM-2 inh – VIM-2 metallo-beta-lactamase inhibitors, primary screen, biochemical, epi-absorbance readout, Pseudomonas aeruginosa enzyme. purified VIM-2, nitrocefin hydrolysis, epi-absorbance fluorescence. inhibition, % at 5.6 µM. 290,000 compounds, 0.89% hits. AID 1527, 2009;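 active = inhibition above the mean of all tested compounds plus 3 SD, cutoff set per screening run, cut at about 7.5% in these data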;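 also: red hydrolysis product quenches plate fluorescence so inhibitors raise well fluorescence; 0% = enzyme with DMSO and 100% = DMSO without enzyme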
An asterisk follows results filed as active; ? = inconclusive; / = not tested or not shown; [ ] = dose if it differs, or a comment.

SMILES	pCIP destab	FID counter	NS3 helicase inh	MEKK3 PB1 HTS	IDE cell activ	PHOSPHO1 inh	IMP-1 inhibitor	SUMO HTRF inh	VIM-2 inh
Oc1ccc(Br)cc1C=Nc1cccn2cc(-c3ccccc3)nc12	-11	-2	-5	91	0	-3	-2.2	3	-1.2
Clc1ccc(Cn2cc(Br)cn2)cc1Cl	5	0	-1	98	2	-4	-0.3	2	-2.7
CN1CCN(C(=O)CSc2nc(-c3cccs3)cc(-c3cccs3)c2C#N)CC1	-6	13	-63	118	3	-22	-0.8	7	45*
Cc1ccnn1CCC(=O)N1CCCC(N2CCN(c3cccc(Cl)c3)CC2)C1 (stereo not given)	-6	-30	-6	99	-6	31	-2.3	-8	1.2
Fc1ccc(C2=CC(c3cccs3)n3nnnc3N2)cc1 (stereo not given)	-28	-9	-10	103	1	3	-2.1	8	-0.3
COc1ccc(CN(CC(=O)NCC2CCCO2)C(=O)CCC(=O)Nc2cc(C)ccn2)cc1 (stereo not given)	-22	-30	2	99	9	-12	-2.5	10	-3.5
N/C(=N\OC(=O)CCCc1ccccc1)c1ccc([N+](=O)[O-])cc1	1	0	7	97	1	6	-2.6	-11	-1.0
COc1ccccc1NC(=O)N1CCC(NC(=O)C2CCCCC2)CC1	4	-16	1	97	1	30	-4.0	14	-2.2
COc1ccc(Cl)cc1N=Cc1c(O)cc(C)oc1=O	/	-2	-5	101	2	/	-1.1	/	0.5
CCCC(=O)Nc1ccccc1NC(=O)CN(C)S(=O)(=O)c1ccccc1	-8	-4	-4	100	6	30	-3.6	9	-2.1
Cc1cccc(N2CC(O)(c3cccs3)[N+]3=C2CCCC3)c1 (stereo not given)	10	7	5	100	5	-14	-2.3	10	-1.5
O=C(COc1ccccc1)N/N=C/c1ccc2c(c1)OCO2	0	-2	-2	107	3	16	-2.1	16	-3.4
c1ccc(NCc2cccnc2)cc1	-8	-1	-3	103	6	19	-2.6	16	-2.1
C=CCNc1ccc(C(=O)O)cc1	-4	1	-6	115	2	-4	-3.7	6	-0.9
COc1ccc(Nc2ncnc3c2c(C)c(C)n3CCO)cc1	9	-22	4	103	3	24	-2.9	2	-0.8
Cc1nn2c(N3CCOCC3)c3c(nc2c1-c1ccccc1)CCCC3	8	-1	0	96	-2	6	-3.6	4	-4.0
CCCCn1c(=O)[nH]c(=O)c2c1nc(CN(C)Cc1cccc(OC)c1OC)n2CCC	-13	-28	-14	103	-3	6	-2.3	28	0.3
COc1ccc(OC)c(-n2c(CN3CCC(C(N)=O)CC3)nc3ccccc3c2=O)c1	-14	-2	3	?	1	-3	-4.1	-4	-0.6
COc1cccc(NC(=O)CNC(=O)[C@@H]2Cc3ccccc3CN2C(=O)OC(C)(C)C)c1	-8	-44	0	105	-6	20	-2.8	-5	-2.9
CN=C1S/C(=C\c2ccc(Cl)cc2)C(=O)N1C	-9	-6	5	100	0	6	-1.1	18	1.4
CN1CCN(S(=O)(=O)c2ccc3c(c2)C(C)(C)C(=O)N3C)CC1	-9	-3	12	102	5	28	-4.0	22	-1.3
CCOc1ccc(N2C(=O)C(CC(=O)Nc3ccccc3)N(Cc3ccccn3)C2=S)cc1 (stereo not given)	-2	-21	-25	90	-5	7	-1.5	-10	-1.5
FC(F)C(F)(F)C(F)(F)C(F)(F)c1cc(-c2ccccc2)n[nH]1	-10	-7	-8	97	6	-56	-3.2	4	-1.6
O=C(CN1CCC(C(=O)c2ccc3c(c2)OCCO3)CC1)NCc1ccc(F)cc1	-7	-4	14	99	9	43	-3.5	0	-4.4

Single entries from the entries so far.
IMP-1 inhibitor result of COc1cccc(NC(=O)CNC(=O)[C@@H]2Cc3ccccc3CN2C(=O)OC(C)(C)C)c1 is entered as -2.8
IMP-1 inhibitor result of CCOc1ccc(N2C(=O)C(CC(=O)Nc3ccccc3)N(Cc3ccccn3)C2=S)cc1 (stereo not given) is entered as -1.5

The results go on:
SMILES	pCIP destab	FID counter	NS3 helicase inh	MEKK3 PB1 HTS	IDE cell activ	PHOSPHO1 inh	IMP-1 inhibitor	SUMO HTRF inh	VIM-2 inh
COc1ccccc1CN1CN(S(=O)(=O)c2ccccc2)c2nc3ccccc3nc21	3	-43	-8	95	13	8	-5.4	-8	-4.3
c1cncc(-c2nnc(SCc3cccc4ccccc34)o2)c1	-2	-20	-28	/	5	-13	-2.8	-8	-0.8
CCCCNC(=O)Cn1nc(Cc2ccncc2)c2ccccc2c1=O	-6	-12	-9	100	3	-2	-4.4	7	-1.8
COc1cc(NC(=O)c2cccc(C)c2)c(OC)cc1NC(=O)CN1CCOCC1	-2	-20	7	118	4	24	-3.9	-6	-2.4
O=C(N=C1SC2CS(=O)(=O)CC2N1c1ccccc1F)C1CCCCC1 (stereo not given)	2	-29	-4	89	2	17	-2.9	-1	-1.4
CC(=O)Nc1ccc(-c2cc(N)n(-c3ccccc3)n2)cc1	-9	-11	19	100	9	48	-2.3	11	-3.9
Cc1nn(C)c(C(=O)NN)c1Cl	6	-18	4	119	/	24	-4.0	5	-2.8
CCOc1ccc(/C=N/n2nnnc2N)cc1OCC	1	-9	-1	109	-2	14	-3.2	16	-1.3
CCOC(=O)c1ccc(NC(=S)N2CCN(CCN=CC3=C(O)CC(c4ccccc4)CC3=O)CC2)cc1 (stereo not given)	-17	-12	-11	93	/	12	-2.9	21	-4.5
CC(C)(C)Sc1ccc(/C=N/O)cc1[N+](=O)[O-]	-2	0	1	98	4	50	-2.8	24	-1.8
O=C(NCc1ccc(Cl)cc1)C1C2C=CC3(CN(Cc4cccnc4)C(=O)C13)O2 (stereo not given)	-2	-14	14	98	-9	14	-0.2	6	-1.9
Cc1cc(Br)ccc1NC(=O)c1sc2ncnc(N3CCN(c4ccccn4)CC3)c2c1C	-3	-17	-10	92	3	28	-0.5	-8	-3.7
O=C(CCC(F)(F)F)N1CCC(CO)(CCc2ccccc2)CC1	-5	-24	-4	106	1	/	-2.7	9	-2.4
Cc1nn(-c2cc(C)c3ccccc3n2)c2c1CCC2	-4	-1	5	101	3	45	-8.4	-3	-5.1
COc1ccccc1CCNC(=O)CSc1ccc(-c2cccs2)nn1	2	-26	45*	61*[inhibitor]	8	-5	-1.9	26	-3.7
Cc1ccc(C)c(N2CCN(S(=O)(=O)c3csc(C(N)=O)c3)CC2)c1	4	-27	-1	98	3	38	-0.7	1	0.0
CC1CCN(c2cc(C#N)c(C#N)cc2[N+](=O)[O-])CC1	-18	-2	6	104	0	2	-3.3	12	0.1
O=P(O)(CCc1ccccn1)CN1CCCCC1	-6	-5	16	106	1	-5	-4.4	3	-1.5
Cn1ncc(C(=O)Nc2ccc(Cl)cc2)c1C(F)(F)F	-10	1	-4	74*[inhibitor]	/	25	-1.6	8	-2.6
C=C(C)C(=O)OCC(=O)NCc1ccccc1	-1	-2	-12	104	4	-1	-3.3	4	-2.6
CCOC(=O)Nc1ccc2c(c1)N(C(=O)CCN(C)C)c1ccccc1S2	-6	3	25	102	4	33	-1.8	-20	-2.1
Cc1nn(C)c(C)c1C(C)NC(=O)c1cc(COc2ccc(F)c(F)c2)on1 (stereo not given)	-13	-39	-6	102	0	31	-1.1	8	2.7
CCOC(=O)C(C)Sc1ccc2nnc(CCNS(=O)(=O)c3ccc(C)cc3)n2n1 (stereo not given)	12	-25	8	96	2	-13	-3.0	-1	-1.6
O=C(CCN1CCN(c2ccccn2)CC1)Nc1ccc(F)cc1	-10	-1	-4	93	-1	3	-1.8	0	-4.3
Cc1ccc(OCc2ccc(C(=O)Nc3c(C)nn(Cc4c(F)c(F)c(F)c(F)c4F)c3C)o2)c([N+](=O)[O-])c1	-10	-46	-9	106	-7	-30	-2.7	-44	-2.5
Cc1ccc(-c2nnc(-c3ccc(NC(=O)Cc4cccs4)cc3)o2)cc1	-20	2	3	94	3	9	-2.1	13	-0.5
CCOc1cccc2cc(-c3csc(NC(=O)CCC(=O)NCCN4CCCCC4C)n3)c(=O)oc12 (stereo not given)	-6	1	-3	103	-2	-8	-2.0	1	4.2
COc1ccc(C(=O)OCC(=O)C(C)(C)C)cc1S(=O)(=O)N(C)CCc1cccnc1	-16	-30	1	109	3	34	-3.3	9	-2.8
CCOC(=O)Cn1cnc2scc(-c3ccc(C)c(C)c3)c2c1=O	-10	-26	8	114	7	46	-2.5	0	-2.2
Cc1cc2oc(C(=O)NC3CCS(=O)(=O)C3)cc(=O)c2cc1C (stereo not given)	4	-10	7	106	4	30	-0.2	20	-0.6
O=C(Nc1cccc2oc(=O)ccc12)c1ccc([N+](=O)[O-])cc1[N+](=O)[O-]	-7	-9	2	85	4	-3	-1.8	-1	-1.9
Cc1ccc(S(=O)(=O)NC(=O)c2cc(C)n(CCCn3ccnc3)c2C)cc1	0	-4	6	104	-2	-16	-0.9	-1	-1.1
Cc1ccc(OCC(=O)Nc2ccc(S(=O)(=O)N3CCN(C)CC3)cc2)cc1	-3	8	-13	112	2	-29	-4.7	-3	-2.3
COc1ccc(NC(=O)NCCCN2CCN(c3cc(C)ccc3C)CC2)cc1	-14	20	-49	115	-2	-14	-2.6	11	-5.3
Cc1ccc(NC(=O)c2cnccn2)cc1S(=O)(=O)N(C)C	-6	-6	7	96	7	-10	-2.1	5	-2.5
CCOc1ccc(NS(=O)(=O)c2coc(C(N)=O)c2)cc1	-10	-4	-2	101	-2	28	-1.6	-8	0.2
Cc1ccc(CNC(=O)COC(=O)c2ccc(S(=O)(=O)N(C)C)cc2)cc1	10	-4	-3	105	-2	20	-3.7	13	-2.5
C/C(=N/Oc1nc(C)cc(C)n1)c1ccc(Cl)cc1Cl	-2	-17	-1	88	6	-2	-2.9	13	-4.6
CC1(C)CC(N2CCN(Cc3ccccc3)CC2)=CC(=[N+]2CCCCC2)C1	-24	7	3	104	5	34	-2.6	16	-1.2
NC(=O)C1=C[C@H](c2coc3ccccc3c2=O)C[C@H](OCc2ccc(CO)cc2)O1	-8	-21	-1	105	2	28	-2.7	13	-3.7
O=C(COc1ccccc1)NC(=S)Nc1cccc2cc(O)ccc12	-15	-15	-10	105	-1	22	-3.8	-9	-5.9
O=C(COc1cc2oc(=O)c3c(c2cc1Cl)CCC3)NCCN1CCOCC1	-7	7	7	103	-3	36	0.8	2	23*
Clc1nnc(Cl)c2c1ncn2Cc1ccccc1	-6	-3	4	106	0	28	-2.1	5	-2.8

Screening results from PubChem.

The list is partial, so the mix of outcomes need not match the whole.
